Bioassay records: PubChem BioAssay, National Center for Advancing Translational Sciences (NCATS)
D2 ag: activates the human D2 dopamine receptor | activation, % at 2 µM | 340,000 compounds, 0.53% hits | HEK293 T-REx D2 cells, calcium flux agonist mode | P14416;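 active = activation over 3 SD above normal in the single-dose calcium agonist read, cut at about 30% in these data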; also: 0% is about no effect
Target sequence (P14416 whole entry, looked up): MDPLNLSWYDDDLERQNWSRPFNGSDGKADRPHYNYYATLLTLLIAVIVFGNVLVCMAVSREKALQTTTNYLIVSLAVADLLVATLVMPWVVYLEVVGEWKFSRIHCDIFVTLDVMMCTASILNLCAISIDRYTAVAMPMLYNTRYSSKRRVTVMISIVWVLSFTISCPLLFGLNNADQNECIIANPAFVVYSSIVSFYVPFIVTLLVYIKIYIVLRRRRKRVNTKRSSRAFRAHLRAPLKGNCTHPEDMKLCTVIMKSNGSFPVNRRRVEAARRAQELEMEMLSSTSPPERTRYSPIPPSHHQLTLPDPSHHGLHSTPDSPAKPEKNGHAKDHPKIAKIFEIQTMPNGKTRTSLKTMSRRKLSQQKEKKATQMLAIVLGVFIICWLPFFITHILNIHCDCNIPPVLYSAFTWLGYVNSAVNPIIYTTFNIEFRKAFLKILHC
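Agonism is scored from calcium flux in a force-coupled, inducible HEK293 cell line expressing D2, read kinetically for 180 s after compound addition against dopamine controls.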
TRHR ag: agonists of human TRH receptor; AID 493084; TRHR cells, calcium flux fluo-8, FDSS agonist mode; P34981; activation, % at 2 µM; 360,000 compounds, 0.18% hits; in the data active = activation above about 30%; also: 0% is about no effect
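Steps: seed TRHR cells overnight; add fluo-8 no-wash Ca dye, RT 30 min–1.5 h; record 10 s baseline; pin-transfer compounds; monitor fluorescence 1 cycle/s for the agonist window. Calcium increases flag candidate agonists.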
D2 antagonist: antagonizes the human D2 dopamine receptor; P14416; HEK293 TREx D2 cells, calcium flux, dopamine EC80; inhibition, % at 10 µM; 340,000 compounds, 2% hits; AID 485344; in the data active = inhibition above about 30%; also: 0% is about no effect
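Cells plated overnight at 30 C with tetracycline; no-wash calcium dye, 30–90 min RT; 10 s baseline; compound pinned; 180 s read; EC80 dopamine added; another 180 s read.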
Pin1 inh: inhibitors of human Pin1; 390,000 compounds, 0.009% hits; Potency, µM (top dose mostly 115 µM), for inactives: top-dose activity, negative = inhibition, actives largely listed as inhibitors; Pin1 FP peptide displacement, HiFluor488, 10 min; AID 504891; active = well fitted inhibition curve with a large enough effect in the polarisation, with a control signal flat, not every such curve was filed as active; inconclusive = small, poorly fitted or top-dose-only effect, or effect the other way, or a change in a side signal; inactive = no such curve, though single readings can be large or run the other way; the % refers to the polarisation; also: potency is read from the fitted curve at half-maximal effect; % is scaled to controls: 0 for no effect and ±100 for the full control effect
Target sequence (Q13526 whole entry, looked up): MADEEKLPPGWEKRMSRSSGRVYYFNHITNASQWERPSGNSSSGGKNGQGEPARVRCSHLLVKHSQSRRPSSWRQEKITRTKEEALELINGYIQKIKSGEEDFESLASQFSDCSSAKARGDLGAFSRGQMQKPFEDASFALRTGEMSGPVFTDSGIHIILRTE
TrxR1 inh: rat TrxR1 inhibition. Potency, µM (top dose mostly 114 µM), for the others: at the top dose activity change, negative = inhibition, usual class: inhibitors. recombinant rTrxR1, NADPH fluorescence consumption, selenite substrate. O89049. 390,000 compounds, 1% hits; also: potency is read from the fitted curve at half-maximal effect; % is scaled to controls: 0 for no effect and ±100 for the full control effect; nearly all actives have a fitted effect of over 65% in size
Target sequence (O89049 whole entry, looked up): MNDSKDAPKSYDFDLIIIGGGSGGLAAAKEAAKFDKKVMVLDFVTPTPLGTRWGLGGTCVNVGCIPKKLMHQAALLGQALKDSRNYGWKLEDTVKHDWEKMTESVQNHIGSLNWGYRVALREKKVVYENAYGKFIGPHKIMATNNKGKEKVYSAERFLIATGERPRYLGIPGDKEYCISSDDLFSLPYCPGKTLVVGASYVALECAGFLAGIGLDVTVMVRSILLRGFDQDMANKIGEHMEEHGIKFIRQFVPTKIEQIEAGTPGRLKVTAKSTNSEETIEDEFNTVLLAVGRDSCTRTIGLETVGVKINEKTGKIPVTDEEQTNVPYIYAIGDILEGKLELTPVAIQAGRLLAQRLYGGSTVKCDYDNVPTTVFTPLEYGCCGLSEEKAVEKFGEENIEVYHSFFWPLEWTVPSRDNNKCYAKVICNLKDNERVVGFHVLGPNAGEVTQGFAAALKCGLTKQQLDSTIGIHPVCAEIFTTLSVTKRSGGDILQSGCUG
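Rat TrxR1 (90 nM in the dispensed reagent) was pre-reduced with 400 uM NADPH for 5 min at room temperature, then incubated with compound for 15 min. After 400 uM selenite was added, NADPH fluorescence (Ex 340/Em 450 nm) was followed for 8 min.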
mIDH1 inhibitor: human IDH1 R132H inhibition | O75874 | IDH1-R132H enzyme, NADPH consumption, diaphorase/resazurin fluorescence | Potency, µM (titrated, usually from 76.6 µM), for the others: at the top dose activity change, negative = inhibition, most hits filed as inhibitors | 390,000 compounds, 0.093% hits; also: potency is read from the fitted curve at half-maximal effect; % is scaled to controls: 0 for no effect and ±100 for the full control effect; nearly all actives have a fitted effect of over 65% in size
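IDH1-R132H (0.5 ug/mL dispensed) in pH 7.5 Tris buffer was preincubated 30 min with compound, then given a substrate mix of 0.016 mM NADPH and 2 mM alpha-KG for 80 min at room temperature; remaining NADPH was read by diaphorase/resazurin fluorescence.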
TrxR1 substrate: substrates of rat thioredoxin reductase 1. O89049. purified TrxR1 substrate turnover, NADPH consumption readout. Potency, µM (titrated, usually from 114 µM), without a hit: at the top dose activity change, negative = substrate turnover. 390,000 compounds, 0.01% hits. AID 588456; also: potency is read from the fitted curve at half-maximal effect; % is scaled to controls: 0 for no effect and ±100 for the full control effect; nearly all actives have a fitted effect of over 50% in size
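Rat TrxR1, dispensed at 90 nM, was prereduced with 400 uM NADPH (final) for 5 min at ~22 deg C, then incubated with compound 15 min before 400 uM selenite. A first-read NADPH fluorescence drop versus no-compound background flagged substrates.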
TRHR enhancer: allosteric enhancers of human TRH receptor; TRHR cells, fluo-8 calcium fluorescence, EC20 TRH enhancement; enhancement, % at 2 µM; 360,000 compounds, 0.66% hits; AID 493056; in the data active = enhancement above about 30%; also: 0% is about no effect
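TRHR-expressing cells loaded with fluo-8 calcium dye were read kinetically (ex 480/em 530) during compound addition, then stimulated with an EC20 of TRH (10 nM final). Enhancement of the Gq-mediated intracellular calcium response was scored.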
USP1 inh: blocks the human USP1/UAF1 deubiquitinase complex; O94782; recombinant USP1/UAF1, Ub-Rhodamine cleavage fluorescence; Potency, µM (highest dose often 57.1 µM), inactives show at the highest dose activity change, negative = inhibition, usual class: inhibitors; 390,000 compounds, 0.23% hits; AID 743255; also: potency is read from the fitted curve at half-maximal effect; % is scaled to controls: 0 for no effect and ±100 for the full control effect; nearly all actives have a fitted effect of over 60% in size; inactives centre near -12
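1 nM enzyme complex + cpd, 15 min RT; start with Ub-Rho 150nM final; kinetic fluorescence ex 480/em 540, 6 reads q60 s. Buffer 50mM HEPES pH 7.8, 0.5mM EDTA, 0.1 mg/ml BSA, 1mM TCEP, 0.01% Tween-20.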
The depositor's hits bear a star; ? = inconclusive; / = not tested or not shown; & = joins results of further samples; [ ] = dose if it differs, or a comment. Unless noted, calls follow the shape of the dose curve; as a rule, active = well fitted inhibition curve with a large enough effect; inconclusive = small, poorly fitted or top-dose-only effect; inactive = no such curve, though single readings can be large or run the other way.

Compound	D2 ag	TRHR ag	D2 antagonist	Pin1 inh	TrxR1 inh	mIDH1 inhibitor	TrxR1 substrate	TRHR enhancer	USP1 inh
CCCCn1c(N)c(N(CC(C)C)C(=O)CN(C)Cc2cccc(OC)c2)c(=O)[nH]c1=O	1.1	0.1	12	-2%	-3%	2%	-1%	2	-4%
CCOc1ccccc1NC(=O)c1ccc(Cl)c(NC(=O)CC(c2ccccc2)c2ccccc2)c1	0.4	0.9	3	32%[activator]	19%	8%	16%	-2	11%
COC(=O)COc1cccc(-n2cnnn2)c1	0.8	0.1	0	9%	210%[activator][57.1 µM]	6%	454%[activator]	6	-15%
O=C(NN=C1CCCCCC1)c1cc(-c2ccccc2)nc2ccccc12	0.6	0.5	-24	8%	-3%	-5%	-8%	-3	-10%
COC(=O)c1ccccc1NC1=C/C(=N\S(=O)(=O)c2cccs2)c2ccccc2C1=O	-0.2	-0.7	-5	?	8%&8%	23%&20%	4%&0%	4	4µM*
O=C(CN1CCN(S(=O)(=O)c2ccccc2)CC1)Nc1ccc(Cl)c([N+](=O)[O-])c1	0.3	0.1	-2	7%	-11%	2%	-13%	1	-13%
COc1ccc(OC)c(C2CC(=O)c3c([nH]c(C(=O)OCC4CCCO4)c3C)C2)c1 (stereo not given)	1.0	-0.4	16	16%	25%	3%	-2%	-2	?
CCc1cccc(C)c1NC(=O)COC(=O)C1CC(=O)N(CCc2ccc(OC)c(OC)c2)C1 (stereo not given)	-0.3	0.2	8	-9%	14%	7%	11%[57.1 µM]	-1	-20%
CN(C)S(=O)(=O)c1ccc(S(=O)(=O)NCCN2CCOCC2)cc1	0.8	0.3	-16	3%	26%	0%	0%	-1	-18%
Cc1onc(-c2ccccc2)c1C(=O)OCC(=O)Nc1ccc2c(c1)OCO2	-0.6	-0.6	8	0%	8%	3%	-4%	-9	-4%
CC(=O)NC(Cc1c[nH]c2ccccc12)C(=O)OCC(=O)Nc1ccc2c(c1)OCO2 (stereo not given)	0.7	0.3	-7	14%	-45%	10%	-6%[57.1 µM]	-4	-7%
Cc1ccccc1NC(=O)c1cccc(Cn2cc(Br)c([N+](=O)[O-])n2)c1	-0.1	-0.8	2	-5%	8%	0%	-2%	-11	-13%
CC(=O)Oc1cccc(C(=O)Nc2ccc(NC(=O)c3cccs3)cc2)c1	/	0.7	/	7%	18%	2%	4%	1	-2%
CCOC(=O)C1(CCOc2ccccc2)CCN(S(=O)(=O)N(C)C)CC1	0.7	-0.2	43*	-5%	20%	-1%	6%	-5	-24%
O=C(Nc1ccccc1F)c1ccco1	/	-0.1	/	6%	2%	2%	9%	18	7%
CCOc1ccc(C(=O)C2CCN(C(=O)c3ccccc3C(=O)O)CC2)cc1	1.2	0.6	-8	-3%	-2%	-1%	3%	-3	-17%
O=c1cc(-c2ccc(O)c(O)c2)oc2c1ccc1ccccc12	-0.1	0.4	-12	?	9%	-11%	-6%	5	-17%
CC1CCN(C(=O)CSc2nc(N)cc(N)n2)CC1	0.3	-0.1	4	-8%	22%[57.1 µM]	0%	9%[57.1 µM]	0	-3%
COC(=O)c1cc(OC)c(OC)cc1NC(=O)C1CCC(=O)N1S(=O)(=O)c1ccc(C)cc1 (stereo not given)	0.5	0.2	-15	-6%	13%[57.1 µM]	-1%	26%[57.1 µM]	3	-11%
COc1ccccc1C(C)NC(=O)c1ccc(C)o1 (stereo not given)	-0.7	1.3	-11	1%	-2%[57.1 µM]	-6%	2%[57.1 µM]	1	-5%

The last 2 records of the part before come first, to join the parts:
Compound	D2 ag	TRHR ag	D2 antagonist	Pin1 inh	TrxR1 inh	mIDH1 inhibitor	TrxR1 substrate	TRHR enhancer	USP1 inh
COC(=O)c1cc(OC)c(OC)cc1NC(=O)C1CCC(=O)N1S(=O)(=O)c1ccc(C)cc1 (stereo not given)	0.5	0.2	-15	-6%	13%[57.1 µM]	-1%	26%[57.1 µM]	3	-11%
COc1ccccc1C(C)NC(=O)c1ccc(C)o1 (stereo not given)	-0.7	1.3	-11	1%	-2%[57.1 µM]	-6%	2%[57.1 µM]	1	-5%
COc1cccc(NC(=O)CN(C)CC(=O)Nc2ccc(C)c([N+](=O)[O-])c2)c1	-0.1	-1.0	-9	0%	-21%	-4%	-16%	-6	-27%
Cc1ccccc1NC(=O)Cn1cc(C(=O)c2ccco2)c2ccccc21	-0.9	0.4	/	26%	22%	16%	1%	-4	?
COc1ccc(COc2ccc(S(=O)(=O)N3CCCC3)cc2C(N)=O)cc1F	1.3	0.1	-14	-13%	-10%	2%	-7%	-5	-21%
Cc1nc(SCC(=O)N2c3ccccc3Sc3ccccc32)n[nH]1	-0.4	-0.2	-4	5%	20%[57.1 µM]	0%	12%[57.1 µM]	2	-4%
COCc1nnc(NC(=O)CCC2CCCCC2)s1	0.3	-0.5	-5	-3%	21%	5%	7%	6	-11%
Cc1ccc(C(=O)N2CC(C)OC(C)C2)cc1[N+](=O)[O-] (stereo not given)	1.4	1.4	9	-1%	14%[57.1 µM]	-2%	3%[57.1 µM]	5	-16%
Cc1ccsc1/C=N\NC(=O)c1cc(C(C)(C)C)[nH]n1	-1.6	-0.9	-3	1%	3%[57.1 µM]	5%	3%[57.1 µM]	7	-2%
C=CCn1c(=N)c(C(=O)NCCCOC)cc2c(=O)n3cc(C)ccc3nc21	-0.5	-0.2	-10	-1%	-7%	-6%	978%[activator]	-3	-18%
NNc1nc(NCc2ccccc2)nc(N2CCOCC2)n1	/	0.0	/	-9%	10%[57.1 µM]	0%	7%[57.1 µM]	8	-30%
Cc1ccc(NC(=S)NC(=O)c2ccc(F)cc2)cc1S(=O)(=O)Nc1cccc(Cl)c1	0.3	0.7	2	4%	7%[57.1 µM]	4%	8%[57.1 µM]	-5	-12%
Cc1ccc(OCC(=O)O/N=C(\N)c2cccc([N+](=O)[O-])c2)cc1C	0.9	0.6	0	-1%	29%	13%	6%	-1	-14%
CCCNC(=O)COC(=O)c1ccc(S(=O)(=O)N2CCCCCC2)cc1	0.0	0.3	-9	3%	8%[57.1 µM]	-8%	-2%	-2	-18%
Cc1cccc(/C(N)=N/OC(=O)Cc2ccccc2)c1	1.0	0.0	9	-9%	7%	6%	2%	2	-9%
Cc1nn(CCOc2ccccc2)c(=O)n1-c1ccccc1F	-0.8	-0.3	5	0%	12%	1%	17%	4	-1%
O=C(CN(c1ccccc1Cl)S(=O)(=O)c1ccccc1)N/N=C/c1ccccc1C(=O)O	-4.1	-0.2	8	0%	15%[57.1 µM]	0%	4%	-1	-6%
CC1Cc2ccccc2N1C(=O)COC(=O)CSc1ccc(F)cc1 (stereo not given)	-1.5	0.8	-25	-5%	-12%	8%	-12%	3	-10%
CCOc1ccc(C(=O)Nc2ccc(-c3cc4ccccc4oc3=O)cc2)cc1Br	-1.0	-0.2	/	5%	12%	-1%	32%	-3	-9%
Cc1ccc(NC(=O)/C=C/c2ccco2)nc1	0.0	-0.3	2	-7%	5%[57.1 µM]	0%	-6%[57.1 µM]	17	-21%
COc1cc(NC(=O)c2ccc(-c3csc(C)n3)cc2)c(OC)cc1Cl	-0.1	-0.3	-2	-9%	14%	-3%	4%	-13	-2%
O=C(CC(c1ccccc1)C1CCCCC1=O)c1ccco1 (stereo not given)	1.3	-0.1	11	1%	3%	12%	-3%	4	-10%

By substructure, the entries above containing a COOH group.
Compound	D2 ag	TRHR ag	D2 antagonist	Pin1 inh	TrxR1 inh	mIDH1 inhibitor	TrxR1 substrate	TRHR enhancer	USP1 inh
CCOc1ccc(C(=O)C2CCN(C(=O)c3ccccc3C(=O)O)CC2)cc1	1.2	0.6	-8	-3%	-2%	-1%	3%	-3	-17%
O=C(CN(c1ccccc1Cl)S(=O)(=O)c1ccccc1)N/N=C/c1ccccc1C(=O)O	-4.1	-0.2	8	0%	15%[57.1 µM]	0%	4%	-1	-6%

Entries shown so far that contain a thiophene ring, fused or not (3):
Compound	D2 ag	TRHR ag	D2 antagonist	Pin1 inh	TrxR1 inh	mIDH1 inhibitor	TrxR1 substrate	TRHR enhancer	USP1 inh
COC(=O)c1ccccc1NC1=C/C(=N\S(=O)(=O)c2cccs2)c2ccccc2C1=O	-0.2	-0.7	-5	?	8%&8%	23%&20%	4%&0%	4	4µM*
CC(=O)Oc1cccc(C(=O)Nc2ccc(NC(=O)c3cccs3)cc2)c1	/	0.7	/	7%	18%	2%	4%	1	-2%
Cc1ccsc1/C=N\NC(=O)c1cc(C(C)(C)C)[nH]n1	-1.6	-0.9	-3	1%	3%[57.1 µM]	5%	3%[57.1 µM]	7	-2%

The list continues:
Compound	D2 ag	TRHR ag	D2 antagonist	Pin1 inh	TrxR1 inh	mIDH1 inhibitor	TrxR1 substrate	TRHR enhancer	USP1 inh
O=C(NCCc1ccccc1)c1cc(-c2ccccc2)nc2n[nH]c(-c3ccccc3)c12	0.8	0.4	/	3%	7%	-8%	-1%	-11	-15%
Cc1ccc(C(C(=O)NC(C)(C)C)N(Cc2ccc3c(c2)OCO3)C(=O)c2ccc(CN3CCOCC3)o2)o1 (stereo not given)	0.0	-0.5	11	-1%	10%[57.1 µM]	10%	4%[57.1 µM]	-3	-3%
CCN1CCN(CC(=O)N2c3ccccc3Sc3ccccc32)CC1	-1.9	1.2	-13	0%	13%[57.1 µM]	0%	6%[0.0914 µM]	1	1%
Cc1ccc(NC(=O)Cn2nnc(C(=O)NCCc3ccccc3)c2N)cc1C	0.2	0.5	/	28%	18%	-4%	-3%	-11	-17%
COc1ccc(-c2c(C)[nH]n3c(=O)c(Cc4ccccc4)c(C)nc23)cc1	1.3	1.3	31*	6%	-8%	3%	-5%	-4	-12%
CCCn1nc(NC(=O)CC(C)C)c2cc3cccc(C)c3nc21	-3.2	-2.5	-2	?	9%	6%	92%[activator]	-6	-9%
O=C(CSc1nnc(-c2cccs2)o1)Oc1ccccc1	-0.5	0.3	/	-1%	19%	9%	5%	0	-25%
O=C(c1cc(S(=O)(=O)N2CCOCC2)c(Cl)cc1Cl)N1CCCCC1CO (stereo not given)	-0.3	-0.5	-8	10%	12%	-1%	0%	11	-11%

An excerpt, so the mix of outcomes need not match the whole.
